# PRMT1 inh – blocks human protein arginine methyltransferase 1; Q99873; recombinant PRMT1, activity-based probe fluorescence polarization; inhibition, % at 2.79 µM; hit rate 1.3% among 370,000; AID 652257;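 active = inhibition above about 21% made by adding two undisclosed values, limit read from the data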
# UHRF1 MBD2 ctr – UHRF1 methyl-DNA binding inhibition; inhibition, % at 4.4 µM; UHRF1 binding to methylated oligo, TR-FRET; hit rate 0.75% among 370,000; Q96T88; in the data active = inhibition above about 21%;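 also: UHRF1 SRA domain binding a hemimethylated CpG hairpin DNA probe; 0% = median of test compound wells and 100% = reference inhibitor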
# HTRA1 inhibitor – HTRA1 (human) protease inhibition. Q92743. recombinant HTRA1, FP-rhodamine activity-based probe, fluorescence polarization. inhibition, % at 5.96 µM. hit rate 0.5% among 340,000. AID 504803; in the data active = inhibition above about 36%;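 also: 0% = enzyme with DMSO and 100% = wells lacking enzyme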
# Target sequence (Q92743 whole entry, looked up): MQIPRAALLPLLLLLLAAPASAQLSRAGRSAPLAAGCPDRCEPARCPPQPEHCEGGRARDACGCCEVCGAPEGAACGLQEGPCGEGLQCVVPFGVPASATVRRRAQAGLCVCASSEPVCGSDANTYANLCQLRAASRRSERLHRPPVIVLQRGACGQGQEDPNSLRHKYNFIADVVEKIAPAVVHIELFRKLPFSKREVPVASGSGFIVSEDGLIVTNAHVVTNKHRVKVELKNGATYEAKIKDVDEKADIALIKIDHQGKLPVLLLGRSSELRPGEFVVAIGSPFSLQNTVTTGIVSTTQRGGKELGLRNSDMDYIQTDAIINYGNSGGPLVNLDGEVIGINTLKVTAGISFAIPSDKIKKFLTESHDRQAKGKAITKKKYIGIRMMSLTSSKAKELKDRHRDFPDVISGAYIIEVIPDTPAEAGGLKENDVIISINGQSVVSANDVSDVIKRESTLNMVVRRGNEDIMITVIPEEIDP
# PG9 Ab binder – small molecules binding HIV-1 gp120 antibody PG9. TR-FRET gp120-PG9 antibody binding. hit rate 0.43% among 360,000. inhibition, % at 6.7 µM; in the data active = inhibition above about 8.5%
# rCAG binder – binds r(CAG) RNA repeats; r(CAG) RNA repeat, TO-PRO-1 dye displacement fluorescence; inhibition, % at 3 µM; hit rate 1.3% among 370,000; AID 651821;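 active = inhibition above the plate cutoff, the mean of all test compounds on that plate plus 3 SD, cut at about 35% in these data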;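 also: 0% = DMSO alone and 100% = 100 µM mitoxantrone as full dye displacement; higher means more dye released from RNA so lower well fluorescence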
# NR1D1 modulator – modulates human Rev-erb alpha binding to DNA. P20393. Rev-erbα–FITC-DNA binding, fluorescence polarization, 90 min. activity, % at 10 µM. hit rate 0.79% among 370,000;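 active = activity above about 14%, limit read from the data; passing the limit was not always enough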;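 also: 0% = DMSO wells with 35 nM protein and 100% = DMSO wells with 750 nM protein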
# Target sequence (P20393 whole entry, looked up): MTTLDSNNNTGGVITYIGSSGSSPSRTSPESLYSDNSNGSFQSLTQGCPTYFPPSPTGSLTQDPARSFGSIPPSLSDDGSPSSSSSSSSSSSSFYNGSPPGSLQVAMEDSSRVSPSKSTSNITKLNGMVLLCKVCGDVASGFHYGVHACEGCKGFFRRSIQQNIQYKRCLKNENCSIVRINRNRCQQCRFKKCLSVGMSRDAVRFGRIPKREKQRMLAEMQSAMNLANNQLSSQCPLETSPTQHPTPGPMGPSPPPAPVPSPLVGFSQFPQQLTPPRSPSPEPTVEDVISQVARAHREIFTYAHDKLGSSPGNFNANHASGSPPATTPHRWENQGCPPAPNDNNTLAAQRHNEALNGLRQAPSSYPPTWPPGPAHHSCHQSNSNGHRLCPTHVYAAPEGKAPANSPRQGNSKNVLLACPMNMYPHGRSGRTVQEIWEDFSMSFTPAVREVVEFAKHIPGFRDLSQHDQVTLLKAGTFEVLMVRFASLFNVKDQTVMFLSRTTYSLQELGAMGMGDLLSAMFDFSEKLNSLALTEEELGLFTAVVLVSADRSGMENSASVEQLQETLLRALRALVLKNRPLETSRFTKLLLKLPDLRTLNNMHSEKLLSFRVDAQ
# mABHD4 FP – inhibitors of mouse ABHD4; purified mABHD4, FP-Rh probe fluorescence polarization; inhibition, % at 8.92 µM; AID 720543; hit rate 0.54% among 370,000;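 active = inhibition exceeding the mean over every tested compound plus 3 SD, cut at about 30% in these data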;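 also: 0% = plate median of compound wells and 100% = S159A mutant with DMSO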
#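 Test system: mouse ABHD4 enzyme, wild type. Reagent: FP-Rh fluorescent activity-based probe, added after compound pre-incubation. Timing: pre-incubation 45 min, probe exposure 60 min, at 25 °C. Technique: FP readout, ex 525 nm / em 598 nm. Benchmarks: high control S159A mutant with DMSO, low control median of compound wells.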
# MBD2 DNA inh – MBD2-methylated oligo binding inhibition. TR-FRET, MBD2 binding to methylated oligonucleotide. inhibition, % at 4.4 µM. Q9UBB5. hit rate 0.31% among 370,000; in the data active = inhibition above about 13%
# TCR CD3 inh – human TCR-CD3 binding inhibition; hit rate 0.37% among 360,000; TAMRA-labeled TCR probe fluorescence, biochemical; inhibition, % at 9.4 µM; in the data active = inhibition above about 19%;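 also: recombinant mutant TCR 2C K166C tagged with TAMRA read by polarization; 0% = receptor in buffer alone and 100% = receptor with positive control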
# LEDGF integ inh – blocks HIV-1 LEDGF/p75-dependent DNA integration; TR-FRET IN-LEDGF/p75 DNA integration, Eu/Cy5; hit rate 0.64% among 370,000; AID 743269; inhibition, % at 3.7 µM;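 active = inhibition above the screen-wide mean plus 3 SD, cut at about 13% in these data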;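 also: signal is the Cy5 over europium emission ratio at 671 and 618 nm; 0% = plate median of compound wells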
# * hit, by the source's call; . = no result given; & = joins results of further samples.
# Each structure is followed by: PRMT1 inh, UHRF1 MBD2 ctr, HTRA1 inhibitor, PG9 Ab binder, rCAG binder, NR1D1 modulator, mABHD4 FP, MBD2 DNA inh, TCR CD3 inh, LEDGF integ inh
O=C(c1cccs1)n1nc(-c2ccco2)nc1SCc1ccccc1
 : -1, 1, ., -0.5, 2, 2, 3, -3, 10, 0
CCOC(=O)c1cccc(NC(=O)CSc2nnc(C)n2CC2CCCO2)c1 (stereo unspecified)
 : 2, 3, 5, -2.3, -8, -3, 4, 6, -5, -3
O=C(CSCc1cnn(-c2ccccc2)c1-n1cccc1)NCc1cccs1
 : -2, -1, -11, -0.6, -3, -2, -1, 1, 9, 2
c1ccc(Cn2nnnc2C(c2cccs2)N2CCSCC2)cc1 (stereo unspecified)
 : 5, -3, -5, -0.3, -5, 2, -4, -1, 1, 1
CCc1ccc(CN2CCC(C(=O)Nc3ccc(Oc4ccccc4)nc3)CC2)o1
 : -3, 43*, -2, 0.9, -7, -3, -1, -4, 5, 2
CNC(=O)NC(=O)C(C)N1CCN(C/C=C/c2ccccc2)CC1 (stereo unspecified)
 : -2, 0, -4, -2.2, -7, 3, 4, -10, 0, -4
CCOC(=O)NC(Nc1cc(C)on1)(C(F)(F)F)C(F)(F)F
 : 2, 2, -2, -2.2, 0, 1, 2, -5, -4, 1
Cc1ccc(S(=O)(=O)N2[C@@H](c3ccccc3)C(C(=O)O)=CC[C@H]2c2ccc(Cl)c(Cl)c2)cc1
 : 0, 1, -59, -0.1, 61*, 0, 13, 1, -4, 3
Cn1c(C2CCCCC2)nc2cc(N)ccc21
 : 1, 0, 5, -0.8, 4, -6, 5, 0, 4, 1
O=C(COc1ccc(Cl)cc1)Nc1ccc2oc(=O)ccc2c1
 : -3, -2, 3, -0.8, 13, 7, -5, -2, 3, 0
COc1ccc(-c2c(-c3ccc(OC)nc3)c3ccccc3n2C)cc1
 : 0, -1, 11, -1.1, 4, 4, 7, -1, 2, -1
CCOc1ccccc1NC(=O)c1cccc(NC(=O)C2CCCC2)c1
 : 4, 1, 0, -0.7, -2, -4, 0, 8, -11, -2
Oc1c(C(c2ccccc2)N2CCN(Cc3ccccc3)CC2)sc2ncnn12 (stereo unspecified)
 : 1, 3, 8, 1.3, 2, 5, 2, 0, 0, -2
Cc1cc2nc(CSc3ccccc3)cc(=O)n2[nH]1
 : -1, -1, ., -0.3, 4, 0, 1, -1, 6, -4
CC1(C(=O)NC2CCCCC2)CCC(=O)N1CC(F)(F)F (stereo unspecified)
 : 1, -1, ., -2.7, 0, 0, 2, -1, 0, -1
O=C(Oc1ccc(-n2cnnn2)cc1)c1ccccc1
 : 0, 6, 6, 0.3, -3, 3, -1, 8, -7, -2
CN(C(=O)CSc1nncn1C)C1CCCN(Cc2ccccc2F)C1 (stereo unspecified)
 : -1, 0, 1, -1.5, -2, 10, -3, -5, 7, -2
O=C(Nc1ccc(Cl)c(S(=O)(=O)N2CCOCC2)c1)c1ccc2c(c1)OCO2
 : 0, -2, -6, 0.6, 4, 7, -10, 2, -2, 2
COC(=O)c1ccc(NC(=O)Nc2ccc3c(c2)nc(C)n3C)cc1
 : -6, 2, 1, 0.3, 1, 8, -1, -4, -4, 3
CC(C)Oc1ccc(C(=O)NC(=S)N2CCOCC2)cc1
 : -2, 7, 1, -2.4, -1, -1, 2, -2, 10, 0
Cc1c(NC(C)C)c(=O)n(-c2ccccc2)n1C
 : -1, -2, 2, -0.6, 1, 1&-4, -5, -4, -4, -2
CC(C)(C)C(=O)c1c(N)[nH]c(C(=O)c2ccccc2)c1-c1c(F)cccc1F
 : -1, -2, ., -2.4, 2, 0, -2, 2, 3, 4
Cc1cc(NS(=O)(=O)c2ccc(NC(=O)/C=C/c3ccco3)cc2)nc(C)n1
 : 24*, 3, -2, -1.8, 13, -6, 0, 0, -2, -3
Nc1nc(SCc2ccc(Cl)cc2)ns1
 : -2, 0, -4, 1.6, 6, 0, -15, -3, 4, 0
C(=N\Nc1ccccn1)/c1cccnc1
 : 2, -1, 9, -0.3, -5, 6, 4, 4, -3, -3
C[C@@H]1CCCCO[C@H](CN(C)S(=O)(=O)c2ccccc2)[C@@H](C)CN([C@H](C)CO)C(=O)c2cc(NC(=O)Cc3ccccc3)ccc2O1
 : 4, 3, -14, -2.5, 10, 2, -6, -2, 0, -1
Cc1oc(-c2cccs2)cc1C(=O)N1CCCC(C)(C(=O)O)C1 (stereo unspecified)
 : 0, -2, ., -1.0, 2, 2, -1, -7, 4, 0
O=C1c2ccccc2C(=O)N1CC(O)CNc1ccc(Br)cc1 (stereo unspecified)
 : 2, 1, 3, -0.3, 1, 3, 5, -3, -4, -1
O=C(/C=C/c1ccccc1)OCCCCN=C1NS(=O)(=O)c2ccccc21
 : 0, 2, -15, -2.1, 9, -2, -3, 1, -5, 4
COc1cccc(CC(=O)OCC(=O)c2cc(OC)ccc2OC)c1
 : 4, 0, -8, -0.2, 3, 3, 0, 1, -2, -4

# Three of the entries above in order of the TCR CD3 inh value, descending.
Compound | TCR CD3 inh
COc1ccc(-c2c(-c3ccc(OC)nc3)c3ccccc3n2C)cc1 | 2
O=C1c2ccccc2C(=O)N1CC(O)CNc1ccc(Br)cc1 (stereo unspecified) | -4
CCOC(=O)c1cccc(NC(=O)CSc2nnc(C)n2CC2CCCO2)c1 (stereo unspecified) | -5

# Additional compounds follow.
# Each structure is followed by: PRMT1 inh, UHRF1 MBD2 ctr, HTRA1 inhibitor, PG9 Ab binder, rCAG binder, NR1D1 modulator, mABHD4 FP, MBD2 DNA inh, TCR CD3 inh, LEDGF integ inh
CC(=O)n1nc(-c2ccccc2)nc1NCc1cccs1
 : 1, -1, 29, -0.7, -2, -3, -9, 3, 6, -1
O=C(NCc1ccccc1)c1ccc2c(c1)C(=O)N(Cc1ccncc1)C2=O
 : -1, -2, 3, -1.6, -1, 4, -3, 1, 4, 0
c1cncc(C2SCCCS2)c1
 : -3, -2, -9, 0.5, 2, -5, 4, -4, 2, 3
CCc1ccc2c(c1)C(=O)c1ccccc1C2=O
 : 0, -5, -2, -0.7, 4, -2, 6, 2, 2, -2
O=C(OC1C2CCC1C1CN(CCc3ccccc3)CC12)c1ccccc1 (stereo unspecified)
 : -1, -3, -4, -1.5, -1, 7, 3, 2, -1, -1
CC(=NNC(=O)CSc1nc2ccccc2o1)c1ccco1
 : 4, 1, 10, 0.8, 6, -3, 7, -10, 6, -1
CC(C)[C@H](NC(=O)N1CCC(Cc2ccccc2)CC1)C(=O)O
 : 3, -2, 2, 4.0, -5, 1, 5, -4, 1, -2
CC(=O)Nc1n[nH]c(=S)s1
 : 8, -1, -1, -0.6, 1, 0, 7, -1, 2, -5
O=C(Cc1ccccc1)NCC1CCCO1 (stereo unspecified)
 : 0, -2, 0, -1.1, 3, -2, 1, 0, -2, -2
O=C(O)Cc1ccc2c(c1)N(S(=O)(=O)c1cccc(C(F)(F)F)c1)CC(C(=O)O)O2 (stereo unspecified)
 : -4, 0, 5, 1.6, 2, 4, -3, -3, 3, 3
C[C@@H]1CCCCO[C@@H](CN(C)C(=O)CCC(F)(F)F)[C@@H](C)CN([C@H](C)CO)C(=O)c2cc(NS(=O)(=O)c3cccs3)ccc2O1
 : -1, 22*, ., 0.2, 4, 8, 2, 6, -2, 8
O=C(CSc1nc(=O)n2ccccc2n1)N1CCN(c2ccccc2)CC1
 : -2, -2, -7, -2.3, -5, 5, -1, -8, 8, -1
COc1ccccc1COCC(O)CN1CCN(S(=O)(=O)c2cccc(F)c2)CC1 (stereo unspecified)
 : -1, 1, 3, -1.2, 0, 11, 9, 0, -5, 5
CCOC(=O)C1=C(C)NC(C)=C(C(=O)OCC)C1c1cccc(C)n1
 : 2, 2, 5, -0.4, -3, 2, -3, 2, -6, -7
CC(C)(Oc1ccc(CCNC(=O)c2ccc(Cl)cc2)cc1)C(=O)O
 : -1, 6, 4, -0.2, 5, 0&1, 5, 5, 1, -1
COc1ccccc1NC(=O)CSc1nnc(CNC(=O)c2cccs2)o1
 : 3, 0, 4, -1.7, 2, -3, 0, 1, 1, 2
O=C1CCN(Cc2ccc([N+](=O)[O-])cc2)CCN1[C@H](CO)c1ccccc1
 : 2, -2, 2, -2.5, -5, -6, -1, -1, 11, -1
O=C(NC1CCS(=O)(=O)C1)c1cc2c(=O)n3ccccc3nc2n1Cc1ccccc1 (stereo unspecified)
 : -3, -8, -2, 3.8, 6, -5, 3, 2, -5, 5
COc1ccc(CN2CNc3nc4ccccc4n3C2)cc1
 : -5, 1, 6, -0.6, 3, -1, -6, -1, 2, 8
CCc1ccccc1Nc1cc(C(=O)NCc2ccccn2)c2ccccc2n1
 : -2, 4, -7, 0.1, 8, -1, -6, 3, -14, 3
COCCn1nnnc1SCC(=O)NCc1ccc2c(c1)OCO2
 : 5, 0, 7, 0.8, 0, -2, 2, -2, -1, -1
NC(=O)NC(c1ccccc1)c1ccccc1F (stereo unspecified)
 : 0, -2, 3, -2.5, 0, 0, 1, -3, -4, 5

# In the list so far, 8 contain fluorine.
# Each structure is followed by: PRMT1 inh, UHRF1 MBD2 ctr, HTRA1 inhibitor, PG9 Ab binder, rCAG binder, NR1D1 modulator, mABHD4 FP, MBD2 DNA inh, TCR CD3 inh, LEDGF integ inh
CCOC(=O)NC(Nc1cc(C)on1)(C(F)(F)F)C(F)(F)F
 : 2, 2, -2, -2.2, 0, 1, 2, -5, -4, 1
CC1(C(=O)NC2CCCCC2)CCC(=O)N1CC(F)(F)F (stereo unspecified)
 : 1, -1, ., -2.7, 0, 0, 2, -1, 0, -1
CN(C(=O)CSc1nncn1C)C1CCCN(Cc2ccccc2F)C1 (stereo unspecified)
 : -1, 0, 1, -1.5, -2, 10, -3, -5, 7, -2
CC(C)(C)C(=O)c1c(N)[nH]c(C(=O)c2ccccc2)c1-c1c(F)cccc1F
 : -1, -2, ., -2.4, 2, 0, -2, 2, 3, 4
O=C(O)Cc1ccc2c(c1)N(S(=O)(=O)c1cccc(C(F)(F)F)c1)CC(C(=O)O)O2 (stereo unspecified)
 : -4, 0, 5, 1.6, 2, 4, -3, -3, 3, 3
C[C@@H]1CCCCO[C@@H](CN(C)C(=O)CCC(F)(F)F)[C@@H](C)CN([C@H](C)CO)C(=O)c2cc(NS(=O)(=O)c3cccs3)ccc2O1
 : -1, 22*, ., 0.2, 4, 8, 2, 6, -2, 8
COc1ccccc1COCC(O)CN1CCN(S(=O)(=O)c2cccc(F)c2)CC1 (stereo unspecified)
 : -1, 1, 3, -1.2, 0, 11, 9, 0, -5, 5
NC(=O)NC(c1ccccc1)c1ccccc1F (stereo unspecified)
 : 0, -2, 3, -2.5, 0, 0, 1, -3, -4, 5

# Retrieved one by one from the list above (2):
# Each structure is followed by: PRMT1 inh, UHRF1 MBD2 ctr, HTRA1 inhibitor, PG9 Ab binder, rCAG binder, NR1D1 modulator, mABHD4 FP, MBD2 DNA inh, TCR CD3 inh, LEDGF integ inh
CC(=O)n1nc(-c2ccccc2)nc1NCc1cccs1
 : 1, -1, 29, -0.7, -2, -3, -9, 3, 6, -1
O=C1CCN(Cc2ccc([N+](=O)[O-])cc2)CCN1[C@H](CO)c1ccccc1
 : 2, -2, 2, -2.5, -5, -6, -1, -1, 11, -1

# Screens as filed in PubChem.

# A portion of the library; rates above refer to the full screens.
